Bioassay records (PubChem BioAssay)
EPAC2 antagonist: antagonists of human EPAC2 | Q8WZA2 | EPAC2 GEF exchange of Rap1B-BODIPY-GDP, fluorescence | Potency, µM (titrated, usually from 114 µM), inactives show top-dose activity, negative = inhibition, actives largely listed as inhibitors | 360,000 compounds, 0.18% hits; further: potency means the concentration at half of the fitted maximal effect; on the % scale 0 is the no-effect control and ±100 the full control effect; nearly all actives have a fitted effect of over 45% in size; many of its hits are not listed in these tables
Target sequence (Q8WZA2 whole entry, looked up): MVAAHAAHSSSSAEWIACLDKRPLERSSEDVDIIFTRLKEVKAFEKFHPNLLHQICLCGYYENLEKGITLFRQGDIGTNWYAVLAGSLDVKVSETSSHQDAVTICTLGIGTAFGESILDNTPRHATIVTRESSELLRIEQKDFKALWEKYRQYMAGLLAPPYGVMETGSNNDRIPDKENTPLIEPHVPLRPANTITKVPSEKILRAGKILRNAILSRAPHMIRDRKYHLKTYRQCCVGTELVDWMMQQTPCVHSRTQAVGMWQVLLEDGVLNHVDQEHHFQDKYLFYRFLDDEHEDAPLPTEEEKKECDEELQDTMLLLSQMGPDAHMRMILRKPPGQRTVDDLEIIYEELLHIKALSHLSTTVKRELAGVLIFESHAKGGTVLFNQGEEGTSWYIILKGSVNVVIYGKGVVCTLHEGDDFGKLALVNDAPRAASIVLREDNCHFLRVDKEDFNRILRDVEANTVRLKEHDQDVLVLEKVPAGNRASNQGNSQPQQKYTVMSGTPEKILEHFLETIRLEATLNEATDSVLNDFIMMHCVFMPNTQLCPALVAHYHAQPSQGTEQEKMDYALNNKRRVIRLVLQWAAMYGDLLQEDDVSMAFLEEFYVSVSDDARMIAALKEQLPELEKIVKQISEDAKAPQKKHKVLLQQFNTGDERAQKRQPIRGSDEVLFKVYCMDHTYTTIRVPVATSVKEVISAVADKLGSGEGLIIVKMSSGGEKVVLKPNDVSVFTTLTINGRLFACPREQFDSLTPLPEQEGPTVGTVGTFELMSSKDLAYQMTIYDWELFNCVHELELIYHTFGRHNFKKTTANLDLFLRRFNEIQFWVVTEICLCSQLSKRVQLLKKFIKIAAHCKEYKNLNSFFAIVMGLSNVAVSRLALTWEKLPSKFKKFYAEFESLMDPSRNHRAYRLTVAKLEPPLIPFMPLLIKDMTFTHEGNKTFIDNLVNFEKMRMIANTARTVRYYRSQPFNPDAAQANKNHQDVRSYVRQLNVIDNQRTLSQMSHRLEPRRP
EPAC1 antag: EPAC1 (human) antagonism. O95398. 360,000 compounds, 0.14% hits. EPAC1 GEF assay, Rap1b-BODIPY-GDP exchange fluorescence. Potency, µM (top dose mostly 115 µM), without a hit: top-dose activity change, negative = inhibition, most hits filed as inhibitors;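 further: potency means the concentration at half of the fitted maximal effect; plate controls were vehicle for no effect and positive control for full effect; nearly all actives have a fitted effect of over 50% in size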
EPAC1 ag: EPAC1 (human) agonism | EPAC1 agonist qHTS, biochemical assay; response scale: 100% = response to 6.5 mM cAMP | Potency, µM (top dose mostly 154 µM), without a hit: top-dose activation, most hits filed as activators | 360,000 compounds, 0.073% hits | O95398; further: potency means the concentration at half of the fitted maximal effect; nearly all actives have a fitted effect of over 60% in size
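Read-out is the fluorescence drop as BODIPY-GDP leaves Rap1B (480 nm excitation, 540 nm emission), recorded every 5 minutes over 30 minutes. Reactions held 100 nM EPAC1, 250 nM Rap1B–BODIPY-GDP and 50 uM GDP, with 6.5 mM cAMP setting full activation.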
WRN inhibitor: inhibitors of human WRN helicase; Q14191; WRN helicase unwinding, fluorescent forked duplex, kinetic; Potency, µM (top dose mostly 114 µM), inactives show top-dose activity change, negative = inhibition, actives largely listed as inhibitors; 360,000 compounds, 0.46% hits; further: potency means the concentration at half of the fitted maximal effect; on the % scale 0 is the no-effect control and ±100 the full control effect; nearly all actives have a fitted effect of over 55% in size
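Kinetic red-fluorescence monitoring (525/598 nm) tracks WRN helicase activity after 100 nM fluorophore-quencher forked duplex and 2 mM ATP are added to 20 nM enzyme pretreated 15 min at room temperature with compound.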
CCT chaperon mod: changes cytosolic chaperonin activity | purified chaperonin ATPase assay, HTRF ADP detection, 30 min | activity change, % (test concentration not listed), hits read low | 360,000 compounds, 0.3% hits | AID 651819; in the data active means activity change below about -30%; further: on the % scale 0 is the no-effect control and ±100 the full control effect
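TRiC (40 or 20 nM final, by batch activity) in 30 mM Tris pH 7.4, 100 mM KCl, 5 mM MgCl2, 1 mM DTT was treated with compound at 76 uM single dose, then 10 uM ATP, 30 min at 37 °C. ADP was read by HTRF Transcreener.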
PI5P4Ka inh: inhibitors of human PI5P4K alpha | PI5P4Kalpha enzyme, ADP-Glo luminescence, 60 min; stronger effect = lower value | max response, % | 330,000 compounds, 1.2% hits | AID 652105; active means max response of -50% or lower; inconclusive means between -30% and -50%; inactive means -30% or higher; further: value at the top dose of about 77 µM; on the % scale 0 is the no-effect control and ±100 the full control effect
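Reactions run in 0.038 M HEPES pH 7.4, 0.28 mM EGTA, 0.1% CHAPS and 5% DMSO, with PI5P4Kalpha, substrate, compound and 5 microM ATP final, one hour at room temperature. Readout is ADP-Glo luminescence.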
PLK1 PBD inh: blocks phosphopeptide binding to human PLK1 polo-box domain. P53350. Plk1 PBD binding of FITC phosphopeptide, fluorescence polarization. Potency, µM, without a hit: max response, negative = inhibition, actives largely listed as inhibitors. 360,000 compounds, 2.8% hits. AID 720504; further: potency means the concentration at half of the fitted maximal effect; series mostly up to about 57 µM; on the % scale 0 is the no-effect control and ±100 the full control effect; nearly all actives have a fitted effect of over 65% in size
Mm-Cpn inhibitor: M. maripaludis TRiC chaperonin inhibition; purified Mm-Cpn ATPase, ADP Transcreener TR-FRET; Potency, µM (titrated, usually from 76.9 µM), for the others: at the top dose activity, negative = inhibition, usual class: inhibitors; 330,000 compounds, 0.031% hits; AID 504842; further: potency means the concentration at half of the fitted maximal effect; on the % scale 0 is the no-effect control and ±100 the full control effect; nearly all actives have a fitted effect of over 80% in size
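Quantitative HTS used 25 nM Mm-CPN and 10 uM ATP in magnesium/KCl Tris buffer, pH 7.4, with 1 mM DTT. Hydrolysis ran 30 min at 37°C; ADP was read by HTRF.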
* = called active by the depositor; u = inconclusive; x = not tested or not shown; [ ] = another dose, or the depositor's remark. Unless noted, the call rests on the fitted dose curve; in most records, active means well fitted curve in the direction sought with a large enough effect; inconclusive means small, poorly fitted or top-dose-only effect, or another doubt; inactive means no such curve, though single readings can be large; an effect the other way counts as inactive or inconclusive. Not all compounds are listed; rates above refer to the full screens.

SMILES	EPAC2 antagonist	EPAC1 antag	EPAC1 ag	WRN inhibitor	CCT chaperon mod	PI5P4Ka inh	PLK1 PBD inh	Mm-Cpn inhibitor
Cc1ccc(NC(=O)Cn2nnc3ccccc3c2=O)cc1C	-7%	10%	9%	-5%	0.7	0	-4%	2%
O=C(CC1S/C(=N/N=C/c2cccs2)NC1=O)Nc1ccc(Cl)cc1 (centres undefined)	-10%	-25%	-18%	1%	-4.9	-3	-1%	1%
COCC1CCCCC1OS(N)(=O)=O (centres undefined)	15%	1%	3%	-1%	0.8	9	-3%	-1%
CSc1ccc(CN2CCN(C(=O)c3ccc([N+](=O)[O-])cc3)CC2)cc1	5%	4%	-8%	-12%	-3.5	-6	-3%	0%
CCN(CC)S(=O)(=O)c1ccc(NC(=O)CSc2nnc(-c3cccc(OC)c3)n2C)cc1	-2%	-17%	5%	-13%	1.4	x	-1%	-2%
CCCC(c1nnnn1CCc1ccccc1)N1CCN(C2CCCC2)CC1 (centres undefined)	0%	0%	13%	-7%	0.4	-1	-5%	-2%
Cc1cc(C)nc(SCC(=O)Oc2ccc3oc(=O)cc(C)c3c2)n1	1%	-5%	7%	-2%	-0.4	4	27µM*	0%
Cc1ccc(NC2CCCN(C(=O)CCN3CCCCO3)C2)cc1C (centres undefined)	15%	14%	-5%	-17%	-0.1	4	2%	-1%
CCCCOC(=O)C(NC(=O)c1ccccc1)=C(C)C	-3%	-1%	15%	5%	-1.4	3	-10%	-3%
CCOc1ccccc1CNn1cnnc1SCC(=O)NC(C)(C)C	-9%	2%	4%	-3%	0.2	-5	-5%	x
CCOC(=O)c1cnc2ccc(OCC)cc2c1N1CCN(C)CC1	-3%	-6%	1%	-16%	-2.6	-1	-10%	-1%
O=C(Cc1cccs1)NC(Cc1c[nH]c2ccccc12)C(=O)O (centres undefined)	0%	4%	1%	-1%	1.1	-2	1%	3%
Cc1[nH]c2ccccc2c1C(=O)COC(=O)c1ccccc1O	-4%	-14%	-1%	-20%	1.6	0	1%	2%
Cc1[nH]c2ccccc2c1C(=O)COC(=O)Cn1cnc2ccccc21	3%	-3%	9%	-5%[57.1 µM]	-0.5	1	-7%	1%
Cc1ccc(SCC(=O)NNC(=O)CNC(=O)c2ccccc2F)cc1	11%	-8%	8%	8%	-2.4	3	-13%	-1%
COc1ccc(N(C(=O)CCl)C(C(=O)NCCc2ccccc2)c2cccs2)cc1Cl (centres undefined)	9%	-22%	1%	4%	0.9	4	-17%	-1%
COc1cccc2cc(C(=O)NCc3ccccc3)c(=N)oc12	6%	-10%	9%	-23%	-0.3	7	-3%	-7%
Cc1cc(C)nc(NC(=O)c2ccc(Cl)c([N+](=O)[O-])c2)n1	-4%	3%	6%	-4%	-1.6	0	-9%	3%
CCN(C(=O)COC(=O)CNC(=O)c1cccc(C)c1)c1c(N)n(Cc2ccccc2)c(=O)[nH]c1=O	4%	4%	6%	10%	0.8	-3	-9%	0%
COC(=O)c1sc(Nc2ccccc2)nc1C	-5%	1%	13%	-15%	-29	x	0%	-4%

Molecules above containing four or more nitrogen atoms:
SMILES	EPAC2 antagonist	EPAC1 antag	EPAC1 ag	WRN inhibitor	CCT chaperon mod	PI5P4Ka inh	PLK1 PBD inh	Mm-Cpn inhibitor
Cc1ccc(NC(=O)Cn2nnc3ccccc3c2=O)cc1C	-7%	10%	9%	-5%	0.7	0	-4%	2%
O=C(CC1S/C(=N/N=C/c2cccs2)NC1=O)Nc1ccc(Cl)cc1 (centres undefined)	-10%	-25%	-18%	1%	-4.9	-3	-1%	1%
CCN(CC)S(=O)(=O)c1ccc(NC(=O)CSc2nnc(-c3cccc(OC)c3)n2C)cc1	-2%	-17%	5%	-13%	1.4	x	-1%	-2%
CCCC(c1nnnn1CCc1ccccc1)N1CCN(C2CCCC2)CC1 (centres undefined)	0%	0%	13%	-7%	0.4	-1	-5%	-2%
CCOc1ccccc1CNn1cnnc1SCC(=O)NC(C)(C)C	-9%	2%	4%	-3%	0.2	-5	-5%	x
Cc1cc(C)nc(NC(=O)c2ccc(Cl)c([N+](=O)[O-])c2)n1	-4%	3%	6%	-4%	-1.6	0	-9%	3%
CCN(C(=O)COC(=O)CNC(=O)c1cccc(C)c1)c1c(N)n(Cc2ccccc2)c(=O)[nH]c1=O	4%	4%	6%	10%	0.8	-3	-9%	0%

Taken from above:
`Cc1[nH]c2ccccc2c1C(=O)COC(=O)c1ccccc1O` @ EPAC1 ag = -1%
`CCCC(c1nnnn1CCc1ccccc1)N1CCN(C2CCCC2)CC1` (centres undefined) @ PLK1 PBD inh = -5%
`COC(=O)c1sc(Nc2ccccc2)nc1C` @ CCT chaperon mod = -29
`Cc1ccc(NC2CCCN(C(=O)CCN3CCCCO3)C2)cc1C` (centres undefined) @ PI5P4Ka inh = 4
`CCN(C(=O)COC(=O)CNC(=O)c1cccc(C)c1)c1c(N)n(Cc2ccccc2)c(=O)[nH]c1=O` @ Mm-Cpn inhibitor = 0%

(list continues)
SMILES	EPAC2 antagonist	EPAC1 antag	EPAC1 ag	WRN inhibitor	CCT chaperon mod	PI5P4Ka inh	PLK1 PBD inh	Mm-Cpn inhibitor
CCn1c(COc2ccccc2C)nnc1SCC(=O)N1CCN(c2ccccc2)CC1	3%	9%	3%	0%	-3.2	x	-10%	-1%
O=C(COc1ccc(Br)cc1Cl)NC(=O)NCc1ccccc1	-4%	-2%	-13%	-26%[57.1 µM]	-2.9	11	1%	-1%
CC(NC(=O)c1cc(=O)[nH]c2ccccc12)c1ccccc1 (centres undefined)	0%	-7%	-3%	5%	-1.6	4	-10%	1%
O=C(CNC(=O)c1ccc(Cl)c([N+](=O)[O-])c1)NCC1CCCO1 (centres undefined)	-4%	-16%	-1%	-5%	0.3	-4	2%	0%
Cc1ccc(-c2ccc(=O)n(CCC(=O)N3CCN(c4ccccc4)CC3)n2)cc1	-7%	-3%	7%	1%	-3.3	-6	-6%	1%
COc1c2ccoc2c(OC[C@@H](OC(C)=O)C(C)(C)O)c2oc(=O)ccc12	-4%	1%	-5%	-8%	-1.0	-1	-1%	0%
Brc1ccc([C@H]2C=C[C@H]3CCCN4CC[C@H]2[C@@H]3[C@]42CO2)cc1	-17%	-8%	3%	-2%	0.5	4	-10%	x
N#C/C(=N\Nc1ccc(Cl)cc1)C(=N)N1CCCCCC1	1%	u	4%	-2%	0.5	6	1%	0%
CCCCN(C)C(=O)Cn1nc(-c2ccc(Cl)cc2)ccc1=O	-5%	-2%	-6%	20%	1.3	3	-9%	1%
c1ccc(Sc2cnc3ccccc3n2)cc1	-3%	1%	-2%	-11%	1.3	1	-3%	x
NS(=O)(=O)c1ccc(NC(=O)COC(=O)C2CC(=O)N(Cc3ccccc3)C2)cc1 (centres undefined)	3%	4%	5%	-8%	-0.9	-1	0%	3%
O=S(=O)(NCc1cccnc1)c1cccs1	-1%	9%	10%	3%[57.1 µM]	-1.7	x	2%	-11%
Cc1cc(N(C)C(=O)c2ccc3c(c2)S(=O)(=O)c2cc(Cl)ccc2C3=O)c(C(F)(F)F)o1	-4%	7%	0%	3%	-2.3	0	1%	-3%
O=C(CN1CCC(c2nc3ccccc3s2)CC1)NCc1ccccc1	10%	4%	-9%	3%	0.3	1	-12%	0%
COc1ccc(NC(=O)NC(C)c2ccc3c(c2)OCO3)cc1OC (centres undefined)	-3%	-9%	-17%	-17%	0.5	1	-14%	-6%
COc1ccc(-c2cc(C(F)F)n3ncc(C(=O)N4CCc5ccccc5C4)c3n2)cc1	-9%	-14%	-8%	-11%	-4.1	2	-7%	0%
Cc1ccc(NC(=O)Cn2c(=O)oc3ccccc32)cc1Cl	-7%	2%	3%	-20%	0.2	-1	-4%	0%
CC(=O)N1CCOCCOCCN(C(C)=O)CCOCCOCC1	4%	6%	-1%	7%[57.1 µM]	1.2	-5	3%	-1%
CC1(C)Oc2ccc(C(=O)NC3CCCC3)cc2N(CC(=O)NC2CCCC2)C1=O	-1%	4%	9%	-1%	0.6	0	2%	1%
Cc1cc(C)c(S(=O)(=O)N2CCCC(C(=O)NC3CCCC3)C2)c(C)c1 (centres undefined)	5%	-3%	0%	2%	-0.5	-5	4%	3%
Cc1ccc(S(=O)(=O)N2CCN(C(=O)N3CCOCC3)C2C(C)C)cc1 (centres undefined)	18%	26%	0%	2%	0.1	x	-2%	0%
Cc1c(N(C(=O)CNC(=O)c2ccccc2)C2(C(=O)NC3CCCC3)CCCCC2)c(=O)n(-c2ccccc2)n1C	0%	0%	1%	1%	0.4	2	u	0%
CCCC(=O)N1CCCC1(C)C(=O)Nc1cccc(OC(C)C)c1 (centres undefined)	4%	-4%	-8%	0%[57.1 µM]	0.5	-3	1%	x
O=C(Cn1cnc([N+](=O)[O-])n1)N/N=C/c1ccc2ccccc2c1	0%	-22%	6%	-30%[57.1 µM]	-3.1	1	-9%	2%
COC(=O)[C@]1(C)N[C@H](CN(C)C(=O)Nc2ccc(C(F)(F)F)cc2)[C@@H]2C(=O)N(C)C(=O)[C@@H]21	2%	1%	3%	-4%	-4.7	1	2%	2%
O=C(COc1cccc(C(F)(F)F)c1)NNC(=O)c1ccc(=O)[nH]c1	-2%	-5%	2%	3%	-2.5	-1	0%	0%
COc1ccc(-c2sc3ccc(OC)cc3c2C#CCCO)cc1	u	-5%	17%	-1%	0.3	33	-6%	-11%
COc1ccc(NS(=O)(=O)c2cccc(C(=O)NNC(=O)c3cccn3C)c2)cc1	6%	-18%	-3%	u	-0.2	-75*	-1%	3%
COc1ccc(NC(=O)CNS(=O)(=O)c2cccs2)cc1	1%	0%	0%	2%	-0.5	-4	-6%	-2%
O=C(CSCc1cccc(Cl)c1)Nc1ccccc1-c1ccccc1	-1%	-9%	1%	-6%	-1.8	19	-1%	1%
CCC1=C(OC(=O)N(CC)CC)N2C(=O)OC(=NCCOC)[C@]2(Cc2ccccc2)[C@H]2C1=CC[C@H]1C(=O)N(CC(=O)OC)C(=O)[C@H]12	-10%	-22%	-13%	2%	-1.9	4	-6%	1%
O=C(CN1C(=O)NC2(CCCCC2)C1=O)N1CCN(S(=O)(=O)/C=C/c2ccccc2)CC1	-2%	1%	8%	20%	-1.7	-7	-13%	1%
CNC(=O)CSc1nnc(-c2ccc3c(c2)OCO3)n1C	-5%	-9%	-5%	-2%	2.5	-1	-12%	-2%
CCCC(=O)Nc1nnc(C2CCCO2)s1 (centres undefined)	-4%	-15%	11%	-8%	1.4	10	-21%	-3%
